Assay outcomes as filed in PubChem.
KCNQ2 inh – KCNQ2 channel blockers in CHO-K1 cells – cell-based, FluxOR thallium flux, B-score, primary screen (AID 2156) | 20 min; stronger effect = lower value | O88943 | actives 1.1% (n = 310,000) | B-score at 10 µM;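 active = fluorescence ratio B-score at most minus 3 library SDs, with starting brightness B-score within 2 library SDs, cut at about -5.5 in these data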
Kir21 block – Kir2.1 (mouse) channel inhibition | B-score at 10 µM | actives 0.85% (n = 310,000) | HEK293-Kir2.1, FluxOR thallium flux fluorescence; stronger effect = lower value | P35561;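 active = fluorescence ratio B-score at or below minus 3 SD of library scores, with starting-brightness B-score within 2 SD, cut at about -4.2 in these data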;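 also: channel flux triggered by added potassium and thallium sulfate stimulus; B-score of peak minus minimum fluorescence over baseline after thallium stimulus; more negative B-score means stronger Kir2.1 block with less thallium influx; some compounds called inactive have numbers as strong as hits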
Target sequence (P35561 whole entry, looked up): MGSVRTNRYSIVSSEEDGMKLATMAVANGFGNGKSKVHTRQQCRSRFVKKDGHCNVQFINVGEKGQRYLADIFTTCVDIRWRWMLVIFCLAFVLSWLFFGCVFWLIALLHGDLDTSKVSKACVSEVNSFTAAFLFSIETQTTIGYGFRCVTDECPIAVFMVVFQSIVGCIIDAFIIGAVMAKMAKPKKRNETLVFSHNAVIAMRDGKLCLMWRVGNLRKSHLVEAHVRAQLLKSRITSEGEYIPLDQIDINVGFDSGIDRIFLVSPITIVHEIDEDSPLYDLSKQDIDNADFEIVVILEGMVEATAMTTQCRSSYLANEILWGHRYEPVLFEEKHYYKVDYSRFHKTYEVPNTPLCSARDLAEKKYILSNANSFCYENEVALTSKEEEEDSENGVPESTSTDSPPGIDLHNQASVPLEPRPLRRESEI
STK33 kinase inh – inhibitors of human STK33 kinase | purified STK33, MBP phosphorylation, ADP-Glo luminescence | inhibition, % at 10 µM | actives 0.073% (n = 320,000);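 active = inhibition at or above 25%, using the most active replicate where run in duplicate; inactive = inhibition below 25%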
Target sequence (Q9BYT3 whole entry, looked up): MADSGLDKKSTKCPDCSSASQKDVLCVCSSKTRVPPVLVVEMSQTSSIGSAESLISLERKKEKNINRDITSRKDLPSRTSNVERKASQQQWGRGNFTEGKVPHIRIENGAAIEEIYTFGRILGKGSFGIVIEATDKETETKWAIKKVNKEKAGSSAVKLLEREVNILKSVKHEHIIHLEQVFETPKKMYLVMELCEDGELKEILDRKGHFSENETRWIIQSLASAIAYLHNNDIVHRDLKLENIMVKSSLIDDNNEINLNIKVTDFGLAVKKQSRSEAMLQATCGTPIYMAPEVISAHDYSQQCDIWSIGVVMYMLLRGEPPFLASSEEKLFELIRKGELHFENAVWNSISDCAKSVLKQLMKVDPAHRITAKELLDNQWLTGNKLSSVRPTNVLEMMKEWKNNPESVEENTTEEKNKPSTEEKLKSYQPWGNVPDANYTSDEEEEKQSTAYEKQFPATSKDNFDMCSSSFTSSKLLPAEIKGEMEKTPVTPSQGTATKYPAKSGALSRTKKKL
Starred values were filed as active, the others as inactive; i = inactive; . = not tested or not shown.

| STK33 kinase inh | KCNQ2 inh | Kir21 block | mol |
| --- | --- | --- | --- |
| 2.2 | i | -0.14 | COc1ccc(/C=C/C(=O)c2cc3c(cc2N)OCO3)cc1 |
| -0.5 | i | -1.48 | Cc1ccccc1-n1c(=O)cc(NCc2ccc3c(c2)OCO3)[nH]c1=O |
| 0.2 | i | 0.1 | COc1ccc(OC)c(NC(=O)COC(=O)/C=C/c2c(C)nn(C3CCS(=O)(=O)C3)c2Cl)c1 (stereo not given) |
| 0.3 | i | -2 | CC(C)Oc1nc(-c2ccccc2O)nc2ccccc12 |
| -0.6 | i | -0.6 | COc1ccc2cc3c(N)nn(C(=O)c4ccc(F)cc4)c3nc2c1 |
| -1.8 | i | -0.18 | FC(F)Oc1ccc(/C=N/c2c(-c3ccc(OC(F)F)cc3)nc3n2CCS3)cc1 |
| 0.6 | i | 1.07 | O=C(c1cccc([N+](=O)[O-])c1)N1CC2C3C=CC(C3)C2C1 (stereo not given) |
| -0.1 | i | 0.25 | COc1ccc(NC2=CC(c3cccc(OC)c3)N(c3ccc(OC)cc3)C2=O)cc1 (stereo not given) |
| 1.8 | i | 0.8 | Cc1nc2sccc2c(=O)n1-c1cccc(Cl)c1 |
| 1.0 | i | 0.79 | O=C1CCCC(O)=C1N=Nc1cccc(C(=O)O)c1 |
| -1.4 | i | 0.81 | Cc1ccc(C(=O)NCCn2ccc3ccccc32)cc1[N+](=O)[O-] |
| 0.2 | i | 1.1 | Cc1cccc(C(=O)OCc2cc(=O)oc3c(C)c(C)ccc23)c1O |
| -2.1 | i | -0.48 | COc1ccc(N2CCOCC2)c(NC(=O)COc2cccc(C)c2)c1 |
| -0.1 | i | -1.46 | COc1ccc(OC)c(N(CC(=O)Nc2ccccc2C(=O)NCc2ccco2)S(C)(=O)=O)c1 |
| 0.1 | i | -0.82 | COc1cc(/C=N/NC(=O)CC#N)cc(Br)c1O |
| 0.3 | i | 0.86 | CCOC(=O)c1c(NC(=O)C2CCCO2)sc(C(=O)OC(C)(C)C)c1C (stereo not given) |
| 0.5 | i | -2.83 | O=S(=O)(c1ccccc1)c1nc(-c2cccs2)oc1NCCCn1ccnc1 |
| -1.2 | i | -0.99 | Cn1nc(C(=O)OCc2ccccc2F)c2ccccc2c1=O |
| -1.2 | i | -0.61 | Cn1nc(C(=O)Nc2cccc(S(N)(=O)=O)c2)c2ccccc2c1=O |
| -1.2 | i | 2.63 | NNC(=O)CNC(c1ccccc1)c1cc(Br)ccc1NC(=O)c1ccc(Br)cc1 (stereo not given) |

More records follow.
| STK33 kinase inh | KCNQ2 inh | Kir21 block | mol |
| --- | --- | --- | --- |
| -3.1 | i | -2.43 | Clc1ccc(C2CC(c3cccs3)n3ncnc3N2)cc1Cl (stereo not given) |
| -18.8 | i | 0.16 | COc1cccc(OC)c1C(=O)NC(=S)NNC(=O)[C@H]1C[C@@H]1c1ccccc1 |
| 0.9 | i | -2.03 | COc1cccc(NC(=O)CCN2C(=O)c3ccccc3S2(=O)=O)c1 |
| -2.4 | i | -1.25 | CCC(C)NCCOCCSc1ccc(Cl)cc1 (stereo not given) |
| -0.6 | i | -1.1 | CC(C)(C)C1CCC(=O)N(CCC#N)CC1 (stereo not given) |
| -0.6 | i | 0.06 | CCOC(=O)c1c(N)c(C#N)c2n1CCCC2 |
| -2.2 | i | -0.71 | O=C(NC1CCCCC1)NC1CC2CCC(C1)N2C(=S)NCc1ccco1 (stereo not given) |
| 0.3 | i | -1.06 | CCOc1ccccc1N1CCN(C(=O)c2cc3c(C)cc(C)cc3[nH]2)CC1 |
| -0.8 | i | 0.5 | O=C(CN(C(=O)c1csnn1)c1ccc(F)c(Cl)c1)NC1CCCC1 |
| -1.1 | i | 0.03 | Cc1cccc(NC(=S)N2CCC(NC(=O)c3ccco3)CC2)c1 |
| -0.1 | i | -0.45 | CCOc1cc(C(=O)N2CCN(c3ccccn3)CC2)cc(OCC)c1OCC |
| . | i | 0.67 | Cc1nn(-c2ccc3nnc(Br)n3n2)c(C)c1Br |
| -2.5 | i | 0.89 | O=C1C2C3c4ccccc4C(c4ccccc43)[C@@H]2C(=O)N1c1nc(-c2ccccc2)cs1 (stereo not given in full) |
| -0.6 | i | -0.08 | CCn1c(SC(C)C)nnc1C1CCN(S(=O)(=O)c2ccc(OC)cc2)CC1 |
| -0.6 | i | 0.97 | O=C(Nc1cccc(C(F)(F)F)c1)c1cc2ncc(Br)cn2n1 |
| -2.0 | i | -1.29 | CC1=NNC(=O)C1CCC(=O)N/N=C/c1ccc(C)cc1 (stereo not given) |
| 0.5 | i | -0.92 | O=C([C@H](Cc1ccccc1)N1C(=O)c2ccccc2C1=O)N1CCOCC1 |
| 1.5 | i | -0.56 | Cc1cc(NC(=O)Nc2ccccc2Cl)no1 |
| -0.8 | i | -0.01 | CC(C)(C)c1ccc(OCCCN2CCCC2)cc1 |
| 0.7 | i | -0.22 | COc1ccc(NS(=O)(=O)c2csc(C(=O)N3CCCC3)c2)cc1 |

New compounds follow:
| STK33 kinase inh | KCNQ2 inh | Kir21 block | mol |
| --- | --- | --- | --- |
| -0.5 | i | -0.38 | COc1ccc(/C=C2\CCc3ccccc3C2=O)cc1Cn1nc(C)cc1C |
| -0.5 | i | 1.35 | Cc1ccc(CNC(=O)c2ccc(NC(=O)C3=CSCCO3)cc2)cc1 |
| -0.9 | i | 2.67 | O=C(COC(=O)C1CC2CCCC(C1)C2=O)NNC(=O)c1ccc([N+](=O)[O-])cc1 (stereo not given) |
| -2.2 | i | -0.61 | COc1ccccc1-n1cnnc1SC(C)C(=O)Nc1ccc(NC(C)=O)cc1 (stereo not given) |
| -0.8 | i | 0.01 | O=C(CN1C(=O)c2cccc3cccc1c23)NC1CCCC1 |
| 1.0 | i | -0.79 | O=S(=O)(c1ccc(NC(=S)NCc2ccncc2)cc1)N1CCCCC1 |
| -0.9 | i | -1.36 | COCC(=O)n1cc(C(=O)OC)c2ccccc21 |
| -0.8 | i | -0.01 | N#CCCN1CCCc2cc(N=Nc3ccc(C(F)(F)F)cc3)ccc21 |
| . | i | -1.39 | O=C(Nc1cccc(S(=O)(=O)NC2=NCCCCC2)c1)c1cccnc1Cl |
| . | i | -0.55 | Cc1ccc(C)c(N2CCN(S(=O)(=O)c3c(C)noc3/C=C/N(C)C)CC2)c1 |
| 0.2 | i | -0.53 | Cc1ccc(SCC(=O)NN=C2CCN(C)CC2)cc1 |
| -0.2 | i | 1.51 | O=C(Nc1nccs1)c1ccc[nH]c1=O |
| 0.0 | i | -0.48 | C=CCN(C(=O)CCS(=O)(=O)c1cccc2nsnc12)c1ccccc1 |
| -0.3 | i | -1.45 | CCc1cc(=O)oc2cc(C)cc(OCC(=O)NC3CCN(Cc4ccccc4)CC3)c12 |
| -1.9 | i | -0.78 | COc1ccc(CCN(C)S(=O)(=O)c2ccc(Cl)nc2)cc1OC |
| -1.9 | i | 0 | NC(=O)C1CCCN(C(=O)CCCNC(=O)c2ccc(Cl)cc2)C1 (stereo not given) |
| . | i | 1.18 | CCCC(=O)NCn1nnc(-c2ccc(Cl)cc2)n1 |
| -0.5 | i | 0.51 | COc1cc2[nH]c(=S)n(C3CCCC3)c(=O)c2cc1OC |
| 29.2* | i | -0.48 | Fc1ccc(-c2cnc[nH]2)cc1 |
| -1.4 | i | -0.31 | Cc1cc(C(=O)CSc2n[nH]c(N)n2)c(C)n1-c1cccc(F)c1 |

One compound at a time, from the list above:
CCOc1ccccc1N1CCN(C(=O)c2cc3c(C)cc(C)cc3[nH]2)CC1 reads STK33 kinase inh: 0.3; KCNQ2 inh: i; Kir21 block: -1.06
O=S(=O)(c1ccccc1)c1nc(-c2cccs2)oc1NCCCn1ccnc1 reads STK33 kinase inh: 0.5; KCNQ2 inh: i; Kir21 block: -2.83
Cc1cc(NC(=O)Nc2ccccc2Cl)no1 reads STK33 kinase inh: 1.5; KCNQ2 inh: i; Kir21 block: -0.56

Remaining list, next part
| STK33 kinase inh | KCNQ2 inh | Kir21 block | mol |
| --- | --- | --- | --- |
| 1.5 | i | -0.06 | COc1ccc(-c2ncccc2O)cc1 |
| 0.2 | i | 0.95 | Cc1cc(OCC(=O)N2CCC(C(=O)O)CC2)c2c(C)cc(=O)oc2c1 |
| -1.4 | i | 0.04 | CC1(NC(=S)Nc2ccc(NC(=S)NC3(C)CCS(=O)(=O)C3)cc2)CCS(=O)(=O)C1 (stereo not given) |
| 0.6 | i | -0.69 | Cc1cc(C)nc(/N=C2\NC(=O)CC(C(=O)O)N2c2ccc(Cl)cc2)n1 (stereo not given) |
| -0.3 | i | -2.68 | COc1ccc(CNS(=O)(=O)NCc2ccc(C)cc2)cc1OC |
| -0.6 | i | -1.44 | CC(=O)NC(c1ccc2ccccc2c1)c1ccc2cccnc2c1O (stereo not given) |
| -2.3 | i | 0.59 | COC(=O)/C(C#N)=C\c1c(OC)[nH]c2ccccc12 |
| -1.1 | i | 2.61 | Cc1ccccc1NC(=O)c1ccc(CN2CCc3ccccc3C2)cc1 |
| -2.2 | i | -1.08 | O=C(NCc1ccncc1)C(=O)NCc1ccncc1 |
| -0.2 | i | -0.17 | CC(NO)/C(=N\O)c1cccs1 (stereo not given) |
| 2.6 | i | 0.42 | O=C(Cc1cnn(-c2ccccc2)c1)c1ccc(O)c(O)c1O |
| -0.3 | i | -1.01 | CCCCNC(=O)C(c1ccc(OCC(=O)OC)c(C(=O)OC)c1)N(CCOC)C(=O)CCCCCN1C(=O)NC(c2ccc(-c3ccccc3)cc2)C(C(=O)OCc2ccccc2)=C1C (stereo not given) |
| -3.0 | i | -0.03 | O=C(Cn1c(NCCO)nc2ccccc21)NCC(F)(F)F |
| -1.4 | i | -0.62 | O=C(O)c1cc(C(=O)O)cc(N2C(=O)CSC2=S)c1 |
| 0.2 | i | -0.05 | COC(=O)/C=c1/sc2n(c1=O)CCN=2 |
| -0.2 | i | -2.2 | O=C(CN1C(=O)NC2(CCCC2)C1=O)OCCOc1cccc(Cl)c1 |
| -1.2 | i | 1.31 | COc1ccc(C2Nc3ccccc3C(=O)N2c2ccc(C)cc2)cc1COc1ccccn1 (stereo not given) |
| -2.6 | i | 1.63 | CC1=C(C(=O)Nc2ccccc2C(=O)N2CCC(C)CC2)SCCO1 |
| -0.7 | i | -0.66 | O=c1cc(O)nc(SCc2ccccc2)n1-c1ccc(Cl)cc1 |
| 0.2 | i | -3.55 | COc1cccc(NC(=O)c2cc3ccccc3o/c2=N\O)c1 |

A second format for part of the listing above:
Second line of a record – STK33 kinase inh | KCNQ2 inh | Kir21 block
- O=C(CN1C(=O)c2cccc3cccc1c23)NC1CCCC1
  -0.8 | i | 0.01
- O=S(=O)(c1ccc(NC(=S)NCc2ccncc2)cc1)N1CCCCC1
  1.0 | i | -0.79
- COCC(=O)n1cc(C(=O)OC)c2ccccc21
  -0.9 | i | -1.36
- N#CCCN1CCCc2cc(N=Nc3ccc(C(F)(F)F)cc3)ccc21
  -0.8 | i | -0.01
- O=C(Nc1cccc(S(=O)(=O)NC2=NCCCCC2)c1)c1cccnc1Cl
  . | i | -1.39

(next part)
| STK33 kinase inh | KCNQ2 inh | Kir21 block | mol |
| --- | --- | --- | --- |
| 0.5 | i | 1.09 | N=C1c2ccccc2CN1NC(=O)COc1ccc(Cl)cc1 |
| 0.4 | i | -0.15 | CC(O)(CS(=O)(=O)Cc1ccccc1)c1ccccc1 (stereo not given) |
| -2.1 | i | 1.58 | O=C(c1cccc(-n2cccc2)c1)N1CCN(S(=O)(=O)c2ccccc2)CC1 |
| 0.2 | i | -0.89 | CC(=O)N1CCN(Cc2nc(-c3cccc(Cl)c3)no2)CC1 |
| -1.3 | i | -1.58 | O=C(c1ccc(S(=O)(=O)NCc2ccco2)cc1)N1CCN(Cc2ccccc2)CC1 |
| 0.6 | i | -0.25 | COCCN1C(=O)c2ccc(C(=O)Nc3nccs3)cc2C1=O |
| -1.4 | i | -0.15 | Cn1cc(C(=O)C(=O)N2CCCc3ccccc32)c2ccccc21 |
| -1.4 | i | 0.07 | CC(C)OCCCN(C)C1CCN(S(=O)(=O)c2ccc(-c3ccc(=O)[nH]n3)s2)CC1 |
| 1.6 | i | -1.69 | COc1ccc(C2/C(=C(\O)c3ccc(OC)c(Cl)c3)C(=O)C(=O)N2CCN(C)C)cc1 (stereo not given) |
| -1.1 | i | -1.66 | COC(=O)c1ccc(C(=O)N2CCCC(Nc3ccc(C(C)C)cc3)C2)cc1 (stereo not given) |
| -0.1 | i | 2.07 | C=CCn1c(SCC(C)=O)nc2scc(-c3ccc(C)o3)c2c1=O |
| -1.5 | i | 0.62 | CCCCN(C(=O)c1ccc(Cl)c([N+](=O)[O-])c1)c1c(N)n(CCC)c(=O)[nH]c1=O |
| -1.3 | i | -0.14 | CCCCN(CCCC)CCNC(=O)CN1C(=O)CSc2ccc(S(=O)(=O)N3CCCCC3)cc21 |
| -0.1 | i | 2.11 | O=C(C1=C[C@@H]2[C@H]3C(=O)N(c4ccc(Cl)cc4)C(=O)[C@H]3[C@@H](C(=O)c3ccc(Cl)cc3)N2C=C1)c1ccccc1 |
| -1.8 | i | -0.6 | CN1CCN(c2ccc(C(=O)c3ccc(F)cc3)cc2)CC1 |
| -1.4 | i | -0.67 | Cc1cc(C)c(C)c(S(=O)(=O)N2CCN(C(=O)c3ccc4c(=O)n5c(nc4c3)CCC5)CC2)c1C |
| -0.6 | i | 1.74 | CCCn1c(SCC(=O)Nc2c(C)cccc2C)nnc1C(C)C |
| 3.8 | i | 0.58 | C/C(Cn1nc([N+](=O)[O-])cc1C)=N\NC(=O)COc1ccc(Cl)cc1Cl |
| -2.0 | i | -0.99 | COC(=O)c1ccc(Oc2nc(NC(C)(C)C)nc(N3CCOCC3)n2)cc1 |
| -1.7 | i | 0.18 | O=[N+]([O-])c1ccc(C(O)CN2CCN(Cc3ccccc3)CC2)cc1 (stereo not given) |
